# Assay outcomes as filed in PubChem BioAssay.
# DDE Tn6 FP inh: inhibitors of Tn6 peptide binding to human fibrin DD(E). P02675. Fibrin DD(E) TRITC-Tn6 fluorescence polarization displacement. 370,000 tested, 0.21% active. inhibition, % at 8.3 µM;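 active = inhibition above a per-campaign cutoff: mean of compounds within control limits plus 3 SD, cut at about 15% in these data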;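 also: 0% = median of all compound wells on the plate and 100% = blocking peptide control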
# Target sequence (P02675 whole entry, looked up): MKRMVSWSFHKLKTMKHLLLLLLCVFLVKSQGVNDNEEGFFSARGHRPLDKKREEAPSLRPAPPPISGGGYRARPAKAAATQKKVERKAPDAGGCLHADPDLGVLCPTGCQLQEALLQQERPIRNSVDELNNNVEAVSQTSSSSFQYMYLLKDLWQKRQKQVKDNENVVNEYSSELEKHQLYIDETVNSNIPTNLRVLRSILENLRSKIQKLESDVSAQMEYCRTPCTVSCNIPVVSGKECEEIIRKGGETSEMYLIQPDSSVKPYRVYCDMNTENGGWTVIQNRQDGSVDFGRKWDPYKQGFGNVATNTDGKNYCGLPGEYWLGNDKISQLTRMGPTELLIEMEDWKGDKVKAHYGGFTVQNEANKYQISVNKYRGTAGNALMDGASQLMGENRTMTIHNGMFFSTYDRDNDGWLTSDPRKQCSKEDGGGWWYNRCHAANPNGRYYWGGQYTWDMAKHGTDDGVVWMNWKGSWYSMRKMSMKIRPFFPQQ
# DDE Tn7 FP inh: inhibitors of Tn7 peptide binding to human fibrin DD(E); FP displacement of FITC-Tn7 peptide from fibrin DD(E); 0% = median of compound wells per plate; inhibition, % at 8.3 µM; 370,000 tested, 0.13% active;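 active = inhibition above the mean of compounds falling within the control limits plus 3 SD of them, cut at about 14% in these data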;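 also: 0% = plate median of compound wells and 100% = 10 µM Aha-Tn7 peptide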
#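 Test system – human fibrin DD(E) · Times – 10 min preincubation, 3 h with tracer, room temperature · Detection – fluorescence polarization of the labelled Tn7 tracer · Measure – percent inhibition normalized to high-control wells · Benchmarks – high control wells with 10 µM unlabelled Aha-Tn7 peptide (full inhibition) · Repeats – singlicate testing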
# ARFGAP1 inhibitor: inhibits rat ARF GTPase activating protein 1 | Q62848 | Arfgap1-stimulated ARF1 GTP hydrolysis, GDP FP detection | inhibition, % at 16.5 µM | 360,000 tested, 0.26% active;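 active = inhibition above a per-plate limit, mean inhibition of low control wells plus 3 SD, cut at about 25% in these data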;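 also: 0% = DMSO wells with enzyme and 100% = wells lacking Arfgap1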
# Target sequence (Q62848 1-136 limits assumed): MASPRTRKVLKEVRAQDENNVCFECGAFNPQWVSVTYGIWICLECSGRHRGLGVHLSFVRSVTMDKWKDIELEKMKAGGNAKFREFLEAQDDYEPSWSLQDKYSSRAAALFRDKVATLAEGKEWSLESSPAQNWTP
#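 Material – truncated rat Arfgap1 GAP domain · Buffer or medium – HEPES-based buffer, pH 7.5 · Reagent – human ARF1(Δ1-17)-GTP substrate · Dosing – 16.5 µM single point, 1.26% DMSO · Schedule – GTP hydrolysis reaction 2 h at 25 °C · Technique – GDP detection by fluorescence polarization · Benchmarks – No-Arfgap1 wells (100%) versus DMSO full-reaction wells (0%) · Repeats – single replicate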
# Rev-erbA mod: modulates human Rev-erb alpha binding to DNA. P20393. Rev-erbα–FITC-DNA binding, fluorescence polarization, 90 min. activity, % at 10 µM. 370,000 tested, 0.79% active;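 active = activity above about 14%, limit read from the data; passing the limit was not always enough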;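 also: 0% = DMSO wells with 35 nM protein and 100% = DMSO wells with 750 nM protein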
# sPLA2-III inh: Inhibits HGIII-sPLA2 liposome hydrolysis, primary screen; Q9NZ20; QFRET BODIPY PC-A2 liposome hydrolysis, fluorescence; inhibition, % at 12.2 µM; 370,000 tested, 0.56% active; AID 743126;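 active = inhibition above mean plus 3 SD of compounds lying within the high and low control bounds, cut at about 19% in these data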;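 also: 0% = median of test compound wells and 100% = no enzyme DMSO wells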
# PLC-gamma1 inh: inhibitors of human phospholipase C gamma1 | purified PLC-gamma1, fluorogenic substrate, fluorescence | inhibition, % at 12.2 µM | 370,000 tested, 0.84% active | P19174; in the data active = inhibition above about 9.5%
# UHRF1 binding: blocks human UHRF1 binding to methylated DNA; Q96T88; UHRF1 binding to methylated oligo, TR-FRET; inhibition, % at 4.4 µM; 370,000 tested, 0.75% active; in the data active = inhibition above about 21%;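 also: UHRF1 SRA domain binding a hemimethylated CpG hairpin DNA probe; 0% = median of test compound wells and 100% = reference inhibitor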
# ASAP1 GAP inh: blocks human ASAP1-stimulated Arf1 GTP hydrolysis | Q9ULH1 | 360,000 tested, 0.19% active | GDP FP detection | inhibition, % at 16.5 µM; in the data active = inhibition above about 25%;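 also: 0% = vehicle with enzyme and substrate and 100% = no enzyme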
# Target sequence (Q9ULH1 325-724 limits assumed): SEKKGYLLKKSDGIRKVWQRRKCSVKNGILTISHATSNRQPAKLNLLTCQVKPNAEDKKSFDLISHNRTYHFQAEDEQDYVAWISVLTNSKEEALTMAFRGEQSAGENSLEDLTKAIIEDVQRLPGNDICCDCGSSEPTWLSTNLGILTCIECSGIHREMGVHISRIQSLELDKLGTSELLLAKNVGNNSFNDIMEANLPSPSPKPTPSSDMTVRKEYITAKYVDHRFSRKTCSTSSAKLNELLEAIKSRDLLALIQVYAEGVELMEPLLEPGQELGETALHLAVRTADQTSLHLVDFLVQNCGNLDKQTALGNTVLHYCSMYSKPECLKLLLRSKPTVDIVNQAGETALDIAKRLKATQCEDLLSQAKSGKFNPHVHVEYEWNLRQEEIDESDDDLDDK
# KLK7 zymogen act: activators of human kallikrein-7 zymogen; P49862; purified proKLK7, EDANS-DABCYL substrate fluorescence; 100% is mature enzyme control, 0% vehicle; activation, % at 7 µM; 370,000 tested, 0.9% active;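 active = activation above the mean of all tested compounds plus 3 SD, computed per campaign excluding outliers beyond control limits, cut at about 13% in these data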
# PLC-beta3 inh: PLC-beta3 (human) inhibition, primary screen; 370,000 tested, 0.18% active; inhibition, % at 12.2 µM; Q01970; Purified PLC-beta3, fluorogenic substrate, fluorescence; in the data active = inhibition above about 11%;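 also: 0% = median of compound wells on plate and 100% = full blocker control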
# * marks the source's active call; other numbers are inactive results; i = inactive; · = no result given.
SMILES,DDE Tn6 FP inh,DDE Tn7 FP inh,ARFGAP1 inhibitor,Rev-erbA mod,sPLA2-III inh,PLC-gamma1 inh,UHRF1 binding,ASAP1 GAP inh,KLK7 zymogen act,PLC-beta3 inh
Cc1ccc(C)c(NC(=O)CN(C)C(C)C(=O)N2CCCC2)c1 (stereo not given),1,-2,-1,-1,1,0,-1,-4,-0.1,3
COCCn1nnnc1C(c1cccs1)N1CCN(c2ccccc2)CC1 (stereo not given),3,7,0,-1,-1,0,-1,-9,0.1,2
CCOC(=O)C1=C(C)N=C2SCCC(=O)N2C1c1cc(Br)ccc1OC (stereo not given),1,7,-5,3,3,-2,0,1,0.0,-5
Cc1ccc(-c2oc3ccccc3c(=O)c2OCC(=O)O)cc1,9,-3,-1,-10,4,-14,-6,-16,0.3,-17
Cc1ccc(-c2nnnn2C2C/C(=N\NC(N)=S)C3OCC2O3)cc1 (stereo not given),-1,5,9,5,1,4,0,-4,0.6,-3
O=S(=O)(c1ccccc1)N1CCN=C1SCc1ccccc1Cl,-2,-9,-5,4,-4,4,3,4,-0.2,2
COC(=O)C1=C(C)NC(=O)NC1c1ccc([N+](=O)[O-])o1 (stereo not given),-4,-5,-3,1,1,1,-2,-3,-0.2,-10
COc1ccc(C(=O)Nc2ccccc2Cc2ccccc2)c(OC)c1,-8,-1,2,-1,-5,2,1,-2,-0.3,-4
Cn1c(=O)c2c(nc(OCc3ccccc3)n2C)n(C)c1=O,8,-5,8,1,2,2,0,-4,-0.3,3
COC(=O)[C@H](C)NC(=O)Nc1ccc(OC)c(OC)c1,-9,3,-8,-1,-3,2,1,19,-0.3,6
CCNc1c(NC(=O)c2ccc3c(c2)OCO3)c(=O)oc2ccccc12,7,6,-2,1,4,-3,-1,-6,-0.1,-7
COc1ccc(CCC(=O)N2CCCC(Nc3ccc(OC)cc3)C2)cc1 (stereo not given),6,2,12,-1,3,0,0,-7,0.2,-4
CN(C)CCOC(=O)C12CC3CC(CC(C3)C1)C2,-3,-3,-1,2,2,2,4,-3,-0.4,2
O=C(CCCOc1ccc(Br)cc1)NNC(=O)c1ccncc1,-1,6,4,3,3,-3,3,3,0.1,-10
CSCCC(C(=O)NC(C)(C)C)n1c(-c2ccccc2)nc2ccccc21 (stereo not given),-3,-2,-2,5,7,-1,-2,9,-0.7,3
COc1ccc(CNC(=O)C2=CC(c3ccc(OC)c(OC)c3)=NS(=O)(=O)N2C)cc1,0,-1,4,-5,-6,-28,1,14,0.0,-36
CSc1ccc(/C=C/C(=O)c2ccc(NC(=O)C(C)C)cc2)cc1,-1,3,10,-2,-10,-184,0,14,-16,-303
Cc1ccc(CN2CCN(Cc3c[nH]c4ccccc34)CC2CCO)o1 (stereo not given),-4,-7,-4,6,-8,-2,7,8,0.4,-7
COC(=O)c1cc2ccsc2n1CC(=O)NCC1CCCO1 (stereo not given),7,3,1,1,5,-5,3,-4,-1.4,-1
CN(C(=S)Nc1ccccc1F)C1(c2ccccc2Cl)CCCCC1=O (stereo not given),0,-2,-4,-5,-2,2,5,4,0.0,1
O=C(NCc1ccccn1)Nc1ccc(F)cc1,-7,-3,6,-4,-2,5,-2,0,0.1,3
CCOC(=O)Cc1csc(SCC(=O)NC2CCS(=O)(=O)C2)n1 (stereo not given),2,-1,1,-2,11,-2,3,-5,-0.2,-9
Fc1cccc(CN2CCN(Cc3nc(-c4cnccn4)no3)CC2)c1,-3,5,-7,-8,0,-1,-5,-3,0.4,-7
CCN1C[C@@H]2[C@@H]3C(=O)N(Cc4ccccc4)C(=O)[C@@H]3[C@](Cc3ccccc3)(C1=O)N2C(=O)c1ccccc1,9,4,8,0,6,-2,-2,5,0.0,2
Cc1cc(C(=O)Nc2ccc(Br)cc2F)n(-c2ccccc2)n1,-2,4,-2,-3,1,-2,-1,16,0.4,-1
Cc1cccc(N(CC(=O)NCc2ccco2)C(=O)CCC(=O)Nc2ccccn2)c1,-4,5,-10,7,5,1,0,-16,0.3,3
Cc1cc(C)cc(N(CC(=O)Nc2cccc(C)n2)S(=O)(=O)c2c(C)noc2C)c1,3,-5,7,4,-17,2,0,-1,-0.3,0
Cn1cc(CN2C[C@H]3CC[C@H]2C3)c(-c2ccccc2F)n1,4,6,7,0,6,1,6,7,0.1,1
COc1ccc2c(c1)OC[C@H]1[C@H]2N2C(=O)c3cc(F)ccc3NC(=O)[C@@]2(C)[C@H]1c1ccccc1,1,1,1,-3,35*,-6,-2,-4,-0.8,-12
COc1ccc(/C=C2\Oc3cc(OCC(=O)N4CCC(C(=O)O)CC4)ccc3C2=O)c(OC)c1OC,-15,-2,31*,-6,-1,-138,0,32*,-0.3,-165

# A second format for part of the listing above:
Cc1ccc(-c2nnnn2C2C/C(=N\NC(N)=S)C3OCC2O3)cc1 (stereo not given)
  DDE Tn6 FP inh: -1	DDE Tn7 FP inh: 5	ARFGAP1 inhibitor: 9	Rev-erbA mod: 5	sPLA2-III inh: 1	PLC-gamma1 inh: 4	UHRF1 binding: 0	ASAP1 GAP inh: -4	KLK7 zymogen act: 0.6	PLC-beta3 inh: -3

O=S(=O)(c1ccccc1)N1CCN=C1SCc1ccccc1Cl
  DDE Tn6 FP inh: -2	DDE Tn7 FP inh: -9	ARFGAP1 inhibitor: -5	Rev-erbA mod: 4	sPLA2-III inh: -4	PLC-gamma1 inh: 4	UHRF1 binding: 3	ASAP1 GAP inh: 4	KLK7 zymogen act: -0.2	PLC-beta3 inh: 2

COC(=O)C1=C(C)NC(=O)NC1c1ccc([N+](=O)[O-])o1 (stereo not given)
  DDE Tn6 FP inh: -4	DDE Tn7 FP inh: -5	ARFGAP1 inhibitor: -3	Rev-erbA mod: 1	sPLA2-III inh: 1	PLC-gamma1 inh: 1	UHRF1 binding: -2	ASAP1 GAP inh: -3	KLK7 zymogen act: -0.2	PLC-beta3 inh: -10

# Further structures follow.
SMILES,DDE Tn6 FP inh,DDE Tn7 FP inh,ARFGAP1 inhibitor,Rev-erbA mod,sPLA2-III inh,PLC-gamma1 inh,UHRF1 binding,ASAP1 GAP inh,KLK7 zymogen act,PLC-beta3 inh
CN(C)S(=O)(=O)c1cc(NC(=O)CSc2ncc(C(F)(F)F)cc2Cl)ccc1Cl,3,4,11,-4,3,1,0,3,1.2,1
CC1CCc2sc(C(=O)NN)cc2C1 (stereo not given),5,-3,-1,1,1,-3,-2,12,0.2,-10
Cc1cc(Cl)ccc1OCC(=O)N(Cc1cccs1)C1CCS(=O)(=O)C1 (stereo not given),6,-4,2,-1,-17,-1,1,5,0.6,-8
O=C(CCN1C(=O)COc2ccccc21)NCCN1CCN(c2ccccc2F)CC1,-2,-11,-4,-1,3,7,0,2,-0.3,0
O=C(Nc1ccncc1)C1CCN(S(=O)(=O)c2ccc(Cl)cc2)CC1,-2,-2,-6,4,-4,0,0,2,-0.6,-3
C[C@@H](c1ccccc1)N1C[C@H](COCc2ccccc2)Oc2cc(N3CC[C@@H](O)C3)ccc2S1(=O)=O,-3,-8,1,0,-3,6,0,0,0.3,4
O=C(NCCc1ccccc1)c1ccc(NC(=O)c2cccnc2)cc1,8,5,12,2,0,4,7,-5,-0.5,-2
CCn1cc(C(=O)NC2CCCCCC2)c2cc(OC)c(OC)cc2c1=O,1,-5,-5,3,-1,0,-2,2,0.5,-4
Cc1ccccc1OCC(=O)N(Cc1nc(-c2ccccc2)no1)C(C)C,1,4,8,-3,-13,-1,1,13,0.2,0
CC1(C(=O)NCc2ccc(C(F)(F)F)cc2)CCN1Cc1cc2ccccc2o1 (stereo not given),3,-6,-8,2,-8,5,0,-2,0.5,1
C/C(CC(=O)Nc1cc(C)ccn1)=N\NC(=O)c1ccccc1C,-7,-3,3,-6,3,0,-7,-8,-0.7,1
Cn1ncc2c(NNC(=O)Cc3ccccc3)ncnc21,2,2,4,-1,2,4,1,-1,0.1,1
CC1=C(C(=O)NC2CCC(C)CC2)C2(CCC(C)CC2)OC1=O (stereo not given),0,-5,2,1,1,0,-1,-9,-0.5,0
CN1CC=C(c2ccc(C(F)(F)F)cc2)N(c2ccccc2)C1=O,0,5,·,0,-37,1,0,·,-0.8,-3
CC(CNC(=O)c1ccccc1[N+](=O)[O-])NC(=O)c1ccccc1[N+](=O)[O-] (stereo not given),12,-4,-1,7,-2,0,0,-6,0.4,-2
CCN(CC)CCC/C(=N\O)C(O)(c1ccccc1)c1ccccc1,3,-6,-8,2,4,-1,-1,12,0.2,7
COc1ccc(S(=O)(=O)NNC(=O)c2ccc([N+](=O)[O-])cc2)cc1,-1,8,-4,4,0,-2,-2,-5,-0.4,-2
O=C1NCCN1Cc1ccccc1F,-7,3,13,-2,-3,1,4,-3,0.2,5
CCN(CC)S(=O)(=O)c1cccc(C(=O)N/N=C/c2ccc([N+](=O)[O-])o2)c1,-8,0,10,3,-5,-6,4,-11,1.3,-14
CC1(C(=O)Nc2ccc3c(c2)OCCO3)CCC(=O)N1CCOc1ccccc1 (stereo not given),2,4,14,-1,0,-2,-1,-1,0.2,1
Cc1cccc(C2=NN(c3ccccc3)[C@H](CO)[C@H]2c2ccc(F)cc2)c1,0,-9,10,7,-6,i,0,2,-32,i
COc1cc(/C=C/C(=O)Oc2coc(CSc3ncccn3)cc2=O)cc(OC)c1OC,11,2,-13,-13,-1,-3,1,-22,0.7,-10
CCCC12CN3CC(CCC)(CN(C1)C3c1ccco1)C2=O (stereo not given),0,4,0,-2,10,1,3,-9,0.6,-4
Cn1ccc(C(=O)Nc2sc3c(c2C(N)=O)CCCCC3)n1,-8,5,6,-9,5,-5,-4,0,-0.2,-15
C/C(CC(=O)NC(C)c1ccccc1)=N\NC(N)=S (stereo not given),-11,2,2,-7,16,-37,4,-12,0.1,-53
COc1ccccc1-n1cc(C(=O)c2cc(Cl)ccc2O)cc(C#N)c1=O,-2,2,2,-3,-2,2,16,8,-0.1,-9
COc1ccc(CNC(=O)[C@H](C)N2C(=O)N3CCc4c([nH]c5ccccc45)[C@@]3(C)C2=O)cc1OC,-4,4,-16,6,-6,2,0,-5,-0.2,7
Cn1c(=O)oc2cc(S(=O)(=O)N3CCC(C(=O)NCc4ccccc4)CC3)ccc21,9,7,-9,2,-6,1,-3,1,-0.2,0
Cc1ccc(S(=O)(=O)N(C)C)cc1NC(=O)CSc1nnc(C2CC2)n1C1CC1,4,-3,4,-1,-3,-7,1,5,-0.1,-9
Cc1cc(C)cc(N2CCN(C(=O)N3CCOCC3)CC2)c1,-1,4,-3,-5,5,-1,-1,6,-0.1,1
CCCCN(CC)CCNC(=O)c1cn(CCOC)c(=O)c2c1c1ccccc1n2C,1,1,-1,-3,8,-91,-2,-6,-11,-116
O=C(c1ccccc1)n1c(=O)cc[nH]c1=O,9,5,1,0,0,-2,0,-2,-0.1,2
CCOc1ccc2oc(C(=O)OCC(=O)NC3CCCC3)c(C)c2c1,6,7,14,-7,1,-102,-2,0,0.7,-127
Cc1ccc(NC(=O)N2CCN(C(=O)c3ccco3)CC2)cc1Cl,0,4,2,2,6,1,3,-9,-0.3,-8
